Compound activity (PubChem BioAssay)
CHRM4 agonist: human M4 muscarinic receptor agonists, primary screen, CHO-K1 cells, Fluo-8 calcium fluorescence; Muscarinic acetylcholine receptor M4 (Homo sapiens), P08173; CHO-K1 hM4/Gqi5; vehicle 0%, full acetylcholine response 100%; activation, % at 3 µM; hit rate 0.14% among 360,000;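 active = activation above the run mean over all test wells plus 3 SD, cut at about 32% in these data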;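 note: peak over basal fluorescence ratio per well then scaled between controls; 0% = DMSO wells and 100% = acetylcholine at EC100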
Target sequence (P08173 whole entry, looked up): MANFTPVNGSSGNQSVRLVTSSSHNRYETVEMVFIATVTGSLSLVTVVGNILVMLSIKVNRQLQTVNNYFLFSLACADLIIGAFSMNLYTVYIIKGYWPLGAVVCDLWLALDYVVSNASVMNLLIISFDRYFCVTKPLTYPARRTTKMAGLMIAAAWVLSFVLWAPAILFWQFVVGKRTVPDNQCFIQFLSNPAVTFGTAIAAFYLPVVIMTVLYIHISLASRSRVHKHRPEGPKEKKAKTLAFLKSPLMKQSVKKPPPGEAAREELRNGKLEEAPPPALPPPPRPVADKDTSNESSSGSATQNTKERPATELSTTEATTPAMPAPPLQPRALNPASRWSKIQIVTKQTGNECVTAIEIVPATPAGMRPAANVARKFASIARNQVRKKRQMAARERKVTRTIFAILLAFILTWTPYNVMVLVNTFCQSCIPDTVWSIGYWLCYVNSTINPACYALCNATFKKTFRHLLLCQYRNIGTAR
CRFR2-BP ag: agonists of CRF-BP/CRF-R2 complex, primary screen, cell-based, HEK293, calcium dye fluorescence, uHTS | AID 588473, 2011 | hit rate 0.46% among 350,000 | CRF-binding protein / CRF receptor 2 complex (human) | activation, % at 13.2 µM | calcium dye fluorescence (FLIPR); percent of saturating CRF peptide response;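 active = activation of at least 50%, plus an integration ratio under a set limit after plate pattern correction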;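 note: plate controls were neutral control wells without compound for no effect and CRF at EC100 for full effect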
M1 PAM: human M1 muscarinic receptor positive allosteric modulators, primary screen, CHO-K1 cells, Fluo-8 calcium fluorescence, 1536-well; CHO-K1 hM1, ACh EC20; 0% = ACh EC20, 100% = maximal ACh; activation, % at 3 µM; AID 588819, 2011; hit rate 0.088% among 360,000; Muscarinic acetylcholine receptor M1 (Homo sapiens), P11229; in the data active = activation above about 19%, passing the limit was not always enough
Target sequence (P11229 whole entry, looked up): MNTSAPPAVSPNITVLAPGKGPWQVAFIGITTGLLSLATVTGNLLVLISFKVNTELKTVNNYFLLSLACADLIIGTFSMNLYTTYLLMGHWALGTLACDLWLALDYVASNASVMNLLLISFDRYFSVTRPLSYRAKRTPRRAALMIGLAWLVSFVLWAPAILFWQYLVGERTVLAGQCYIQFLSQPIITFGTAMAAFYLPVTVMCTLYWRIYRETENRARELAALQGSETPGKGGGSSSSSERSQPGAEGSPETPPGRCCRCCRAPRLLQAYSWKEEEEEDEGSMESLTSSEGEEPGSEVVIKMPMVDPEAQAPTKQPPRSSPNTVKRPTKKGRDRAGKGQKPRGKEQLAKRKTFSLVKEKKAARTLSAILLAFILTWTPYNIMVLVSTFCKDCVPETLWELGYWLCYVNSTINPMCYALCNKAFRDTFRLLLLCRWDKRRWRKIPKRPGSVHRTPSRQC
M5 PAM: human M5 muscarinic receptor positive allosteric modulators, primary screen, CHO-K1 cells, Fluo-8 calcium fluorescence; activation, % at 3 µM; Muscarinic acetylcholine receptor M5 (Homo sapiens), P08912; hit rate 0.3% among 360,000; CHO-K1 hM5, ACh EC20 PAM; 0% = ACh EC20, 100% = ACh EC100;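 active = activation above the run cutoff, the mean activation of all test compounds plus 3 SD, cut at about 18% in these data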
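system = human M5 receptor in CHO-K1 cells | compound = one concentration, 3 µM final (nominal) | schedule = Post-acetylcholine fluorescence recording 140 s | signal = Fluo-8 calcium dye fluorescence, kinetic read | benchmarks = low control EC20 acetylcholine (0%), high control EC100 acetylcholine (100%) | repeats = singlicate, one well per test compound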
CHRM5 agonist: human M5 muscarinic receptor agonists, primary screen, CHO-K1 cells, Fluo-8 calcium fluorescence; hit rate 0.19% among 360,000; CHO-K1 hM5 cells; 0% DMSO wells, 100% maximal acetylcholine response; activation, % at 3 µM; AID 624037, 2012; Muscarinic acetylcholine receptor M5 (Homo sapiens), P08912;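 active = activation above the run's mean over test compounds plus 3 SD, cut at about 23% in these data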;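 note: signal is peak over basal fluorescence ratio across the kinetic read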
M5 antag: human M5 muscarinic receptor antagonists, primary screen, CHO cells, Fluo-8 calcium fluorescence; Muscarinic acetylcholine receptor M5 (Homo sapiens), P08912; CHO-hM5 cells, ACh EC80; inhibition, % at 3 µM; hit rate 0.59% among 360,000; AID 624040, 2012;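 active = inhibition above a per-plate cutoff, the mean of that plate's test compounds plus 3 SD, cut at about 27% in these data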;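 note: 0% = acetylcholine EC80 with DMSO and 100% = DMSO without agonist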
CRFR2-BP antag: antagonists of CRF-BP/CRF-R2 complex, primary screen, cell-based, HEK293, calcium dye fluorescence, uHTS. AID 588475, 2011. CRF-induced calcium fluorescence. inhibition, % at 11.8 µM. hit rate 0.59% among 350,000;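 active = inhibition of the ligand-induced calcium signal above about 50% at the single tested concentration, limit read from the data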
CHRM4 antagonist: human M4 muscarinic receptor antagonists, primary screen, CHO cells, Fluo-8 calcium fluorescence; hit rate 0.73% among 360,000; Muscarinic acetylcholine receptor M4 (Homo sapiens), P08173; CHO-hM4 cells, ACh EC80; inhibition, % at 3 µM; AID 624125, 2012;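 active = inhibition above its plate's cutoff, the mean inhibition of sample wells plus 3 SD, cut at about 27% in these data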;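 note: 0% = acetylcholine EC80 with DMSO and 100% = DMSO without agonist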
M4 PAM: human M4 muscarinic receptor positive allosteric modulators, primary screen, CHO-K1 cells, Fluo-8 calcium fluorescence. Muscarinic acetylcholine receptor M4 (Homo sapiens), P08173. hit rate 0.4% among 360,000. CHO-K1 hM4/Gqi5, ACh EC20; 0% = ACh EC20, 100% = maximal ACh. activation, % at 3 µM;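 active = activation above its plate's cutoff, the mean activation of sample wells plus 3 SD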; note: some results filed as inactive read as strong as hits
Starred values were filed as active, the others as inactive; . = not tested or not shown.

SMILES	CHRM4 agonist	CRFR2-BP ag	M1 PAM	M5 PAM	CHRM5 agonist	M5 antag	CRFR2-BP antag	CHRM4 antagonist	M4 PAM
Nc1ccc(C(=O)N/N=C/c2sc(N3CCOCC3)nc2-c2ccccc2)cc1	12	-0.5	-14	-14	0	6	7	-2	-18
Cc1c(Cl)cccc1NC(=S)Nc1ccc2[nH]c(=O)[nH]c2c1	0	-1.0	9	0	-1	11	-1	-16	0
COc1cccc(NC(=O)c2ccc(-c3ccc([N+](=O)[O-])cc3)o2)c1	5	6.6	-3	-9	-7	-3	-25	0	4
Cc1cc(Nc2ccc(Cl)cc2)nc(NCc2ccccc2)n1	9	2.0	7	1	9	7	-89	0	-1
CCNC(=O)N(C)C[C@H]1N[C@@](CC)(C(=O)OC)[C@H]2C(=O)N(Cc3ccccc3)C(=O)[C@@H]12	0	0.6	12	3	-2	-13	16	-9	2
Cc1cc(C)c(C(N)=O)c(Nc2ccc3c(c2)OCCO3)n1	0	-2.4	8	-2	1	21	14	7	9
Cn1cnnc1Sc1ccc(C(=O)NCCC(c2ccccc2)c2ccccc2)cc1[N+](=O)[O-]	1	0.1	-15	-11	-10	16	8	4	-5
O=C1CCCN1CN(C(=O)c1ccccc1)c1ccc(F)cc1	0	-1.2	11	-2	-3	-6	27	-4	15
COc1ccccc1-c1coc2c(CN3C(C)CCCC3C)c(O)ccc2c1=O (stereo not drawn)	0	-0.7	12	1	0	7	8	3	2
COc1ccc(N(C(=O)c2ccco2)C(C(=O)NC2CCCC2)c2cccs2)c(OC)c1 (stereo not drawn)	0	-1.0	11	5	-1	-7	28	5	-5
CC(C)=CC(=O)OCC(=O)Nc1cccc([N+](=O)[O-])c1	1	-2.8	9	-1	-1	6	6	-5	4
CCOC(=O)C(NC(C)=O)C(=O)Nc1ccc(C(C)C)cc1 (stereo not drawn)	1	-0.3	12	9	1	-2	5	-16	20
COc1cccc(S(=O)(=O)NCc2ccc(C(=O)Nc3ccc(Cl)cc3)cc2)c1	9	-1.3	-6	-7	-1	-4	-23	-6	1
CC(=O)c1cnc2cc(-c3ccccc3)nn2c1C	0	0.8	6	0	3	-4	-1	-16	1
Cc1nc(-c2cnn(-c3ccccc3)c2)c2cc(C)oc2n1	4	-0.4	5	-5	-3	12	-8	-1	10
COc1ccccc1NC(=O)C1=C(C)Nc2nc(CCCO)nn2C1c1ccc2c(c1)OCO2 (stereo not drawn)	2	-0.1	4	-1	-2	-4	2	-10	7
Cc1ccc(-n2c(SCC(N)=O)nnc2-c2cccnc2)c(C)c1	0	-1.6	0	-8	-2	6	4	1	3
Cc1cccc(N(C(=O)c2csnn2)C(C(=O)NC(C)(C)C)c2cccs2)c1 (stereo not drawn)	2	-0.8	13	4	-1	-3	8	0	4
CCOC(=O)c1ccccc1NC(=O)CSc1nccn1C	-2	-0.7	6	8	-1	-9	5	-8	18
c1ccc2c(c1)NCCS2	0	-0.6	3	5	-4	0	-1	-5	1
COc1ccc(S(=O)(=O)N2CCOCC2)cc1NC(=O)c1ccc(OCC(C)C)c(OC)c1	6	-1.3	8	-7	1	6	3	-10	6
CC(=O)Nc1ccc(S(=O)(=O)N2CCSC2C(=O)O)cc1 (stereo not drawn)	2	0.6	3	0	1	8	-7	-8	6
CCCCc1nc2cc(Cl)ccc2o1	0	-4.6	-6	-2	-3	8	0	3	-4
Cc1csc(=O)n1CC(=O)OCC(=O)NCc1ccccc1	0	2.6	12	-2	2	7	-3	-14	14
Fc1ccc(NC(=S)N2CCCC(c3ccccc3)=N2)cc1	-1	0.2	13	3	-3	-3	1	-15	13
COc1ccc(-c2nc(N)ncc2-c2ccccc2)c(O)c1	0	-4.5	7	2	-3	-1	-21	2	-1
O=C(NC(=S)Nc1ccc2oc(=O)ccc2c1)c1cc2ccccc2o1	7	0.0	8	-10	-1	13	14	2	-3
O=C(NCc1ccncc1)C(=O)NCC1OCCN1S(=O)(=O)c1ccccc1 (stereo not drawn)	1	-0.9	13	2	1	-1	-4	-12	2
OC(COc1ccc(Br)cc1)CN1CCOCC1 (stereo not drawn)	1	1.4	1	0	0	1	2	15	10
Cc1occc1C(=O)N/N=C/C1=C(N2CCOCC2)C(=C\c2ccc(Cl)cc2)/CC1	2	0.2	11	4	-3	-10	-20	1	1
CCN(CC)CC(=O)Nc1nc(-c2ccc(Cl)cc2)cs1	0	-1.4	0	-2	-7	2	-6	-7	-8
Cn1c(=O)c2cn3c(c2n(C)c1=O)C(c1ccccc1)CC(c1ccccc1)=N3 (stereo not drawn)	0	-0.3	5	9	-3	-4	-3	-6	9
COc1ccc(C(=O)Nc2cc3c(cc2OC)CCCC3)cc1Br	0	1.0	1	8	-1	-6	4	0	-2
Cc1cc(Nc2nc(Cl)c(Cl)cc2Cl)n(-c2ccccc2)n1	-3	-0.8	7	2	-5	-3	-18	-2	10
COCCCn1c(=O)c2ccccc2n(Cc2ccccc2)c1=O	0	0.1	-3	-5	-1	5	18	-1	-4
C#CCNC(=O)C1=C[C@H](c2ccc(C(F)(F)F)cc2)C[C@H](OCCCCO)O1	-1	-1.7	-7	2	0	15	1	3	-2
COc1cc(OC)c(OC)cc1CNC(=O)c1cccc(S(=O)(=O)N2CCc3ccccc3C2)c1	17	-0.7	-15	-16	8	0	-4	-5	-3
O=C(c1ccccc1[N+](=O)[O-])N1CCc2ccccc2C1	1	-2.6	-1	-7	-3	13	15	-4	12
CCOC(=O)CN1C(=O)C(O)(CC(=O)c2ccco2)c2ccccc21 (stereo not drawn)	1	-0.8	4	4	0	0	13	0	17
COc1ccccc1C1=CN(Cc2ccccc2)CCC1=O	1	0.3	9	-4	3	4	-7	7	7
COc1cccc(CNC(=O)Cc2csc(NC(=O)Nc3ccccc3OC)n2)c1	17	-1.2	-4	-20	1	15	13	-8	-8
CCn1ccc(C(=O)NC2C(=O)N3C(C(=O)O)=C(C)CSC23)n1 (stereo not drawn)	0	0.5	4	6	0	-6	-4	-16	11
Cc1noc2ncnc(SCc3ccc(C(F)(F)F)cc3)c12	-2	-0.4	-1	-6	-6	7	14	1	-4
CS(=O)(=O)N(CC(=O)NCc1ccncc1)c1cc(Cl)ccc1Cl	1	1.0	-10	-12	-6	16	-1	-3	-2
CCC1CSC(=Nc2ccc(C)cc2)N1C(=O)CN1C(=O)NC2(CCCC2)C1=O (stereo not drawn)	2	-1.7	-6	-5	-5	9	-1	7	-6
Cc1onc(-c2ccccc2Cl)c1C(=O)N1CCC(C)CC1	0	-1.1	2	3	-2	2	-7	11	-2
O=c1cc(-c2ccccc2)oc2cc(O)ccc12	2	-2.9	0	6	1	2	-20	-6	1
O=C1/C(=C/c2ccccc2)CCCc2ccccc21	0	-0.4	-1	-2	-2	2	-2	6	-5
COc1ccc(N=C2SC(CC(=O)Nc3ccccc3F)C(=O)N2Cc2ccco2)cc1 (stereo not drawn)	1	3.2	2	-2	-4	11	25	-8	11
Cc1ccc(S(=O)(=O)CCC(=O)Nc2nnc(-c3cccs3)o2)cc1	2	-0.5	10	2	4	2	6	-12	9

In another format: results already given.
Below each compound – CHRM4 agonist | CRFR2-BP ag | M1 PAM | M5 PAM | CHRM5 agonist | M5 antag | CRFR2-BP antag | CHRM4 antagonist | M4 PAM
OC(COc1ccc(Br)cc1)CN1CCOCC1 (stereo not drawn)
 : 1 | 1.4 | 1 | 0 | 0 | 1 | 2 | 15 | 10
CCC1CSC(=Nc2ccc(C)cc2)N1C(=O)CN1C(=O)NC2(CCCC2)C1=O (stereo not drawn)
 : 2 | -1.7 | -6 | -5 | -5 | 9 | -1 | 7 | -6
O=c1cc(-c2ccccc2)oc2cc(O)ccc12
 : 2 | -2.9 | 0 | 6 | 1 | 2 | -20 | -6 | 1

Further entries follow:
SMILES	CHRM4 agonist	CRFR2-BP ag	M1 PAM	M5 PAM	CHRM5 agonist	M5 antag	CRFR2-BP antag	CHRM4 antagonist	M4 PAM
CC1=NCC(C)c2c1[nH]c1ccccc21 (stereo not drawn)	1	2.4	7	-2	1	-4	-18	-8	2
CC(=O)Nc1nc(-c2ccc(-c3ccccc3)cc2)cs1	2	-0.2	5	-2	3	1	26	-8	3
Cc1ccc(N2CCN(C(=O)C(=O)c3ccc(F)c(F)c3)CC2)cc1	6	.	.	-2	0	-2	.	-3	1
Cc1cc(C)c(NC(=O)c2cc(C(=O)O)ccc2C(=O)O)c([N+](=O)[O-])c1	1	1.4	1	-1	1	-4	-34	-6	4
COc1ccc(NC(=O)COC(=O)Cc2ccsc2)c(OC)c1	0	-0.2	3	2	-2	2	-4	-22	3
O=C(/C=C/c1ccccc1)NNc1ccc(Cl)cc1	0	-1.6	0	-1	0	3	-6	-1	-2
Cc1ccc2oc(=O)c3cc(C(=O)NCCN4CCN(C)CC4)sc3c2c1	1	-0.9	1	-3	0	1	-8	-8	3
